# High-throughput results deposited in PubChem by NCI.
# NCI-60 one-dose screen, 48 h, at 10 µM unless noted. Numbers give growth in % (100 = growth as untreated, 0 = no growth, -100 = all killed).
# OVCAR-5: OVCAR-5 ovarian cancer; hit rate 2.9% among 82,000
# A498: A498 renal cancer cells. hit rate 5.4% among 76,000. AID 1794774
# OVCAR-4: OVCAR-4 ovarian cancer cells; hit rate 3.7% among 80,000; AID 1794784
# OVCAR-8: OVCAR-8 ovarian cancer. hit rate 4.4% among 81,000
# ACHN: ACHN renal cancer; hit rate 4.9% among 81,000
# RXF 393: RXF 393 renal cancer cells; hit rate 6.9% among 77,000; AID 1794773
# CAKI-1: CAKI-1 renal cancer; hit rate 4.7% among 75,000; AID 1794772
# OVCAR-3: OVCAR-3 ovarian cancer; AID 1794787; hit rate 7% among 79,000
# The depositor's hits bear a star; . = not tested or not shown. How the source made its calls: active means growth percent below 10; inactive means the rest.
SMILES,OVCAR-5,A498,OVCAR-4,OVCAR-8,ACHN,RXF 393,CAKI-1,OVCAR-3
COc1cc(NC(=O)Nc2cnc(Nc3ccc(N4CCOCC4)cc3)nc2Oc2ccc(C)cc2OC)cc(OC)c1,106,63,80,94,59,54,75,74
Cn1c2c(c(=O)n(C)c1=O)C1(C(=O)Nc3ccccc31)c1c(n(C)c(=O)n(C)c1=O)N2,102,108,111,119,101,105,96,99
NC1=CC(=O)C(=O)c2ccccc21,93,101,69,64,85,100,91,84
COC1=CC(c2ccc[nH]2)=N/C1=C\c1[nH]c(C)c(CC(=O)NCc2ccccc2)c1C,32,-5.8*,46,19,8.3*,31,2.0*,11
CCOC(=O)c1c(C)nc2c(c1N)CC(=O)N2[C@@H](C)c1ccccc1,103,68,83,95,92,99,88,98
CCCC(C(=O)OCC)C(C)OC(=O)OCC (stereo not drawn),108,118,108,96,107,96,96,103
COc1cc(C(=O)C(C)[n+]2ccccc2)ccc1OC(C)=O (stereo not drawn),103,97,110,.,102,116,97,103
COc1ccc(C(c2ccccc2)c2ccc(OC)cc2)cc1,97,102,87,108,96,109,94,112
C=C=COc1cccc(/C(N)=N/C(N)=N/c2nc3ccccc3s2)c1,83,80,89,63,80,104,37,100
CCCCCCCCn1ccc2cc(NC(=O)Cn3cc(CN4CCCCCC4)nn3)ccc21,36,89,51,30,-36*,29,-40*,10
C=CC(=O)Nc1ccccc1,105,92,98,103,109,118,99,113
COc1ccc2oc(=O)cc(CN3C(=O)S/C(=C\c4ccc(Cl)cc4)C3=O)c2c1,97,106,92,100,105,116,.,89
O=c1oc2ccc3ccccc3c2cc1-c1cc(-c2ccc(O)cc2)cc(-c2cc3c(ccc4ccccc43)oc2=O)n1,116,105,99,107,103,120,104,110
CCN(CC)c1ccc2c(cc1=O)[C@@H](NC(C)=O)CCc1cc(OC)c(OC)c(OC)c1-2,54,-16*,48,12,30,59,64,-25*
C[n+]1c(/C=C/c2ccccc2)ccc2ccccc21,69,41,91,91,104,75,71,101
c1ccc(OCCOc2ccccc2)cc1,96,61,105,111,104,113,92,117
COc1cccc(N=Nc2cccc(OC)c2)c1,91,86,104,96,93,91,94,102
COc1cc(-c2nn(C)nc2-c2cc3ccccc3s2)cc(OC)c1OC,57,1.3*,57,28,43,35,44,0.4*
COc1ccc2c(c1)N=C(C(=O)O)/C2=C/c1sc(=S)[nH]c1O,95,.,103,101,90,67,66,99
CC1OC(OC2C(OC3CCC4(C)C(CCC5(C)C4CC=C4C6CC(C)(C)CCC6(CO)C(O)CC45C)C3(C)C)OC(C(=O)O)C(OC3OC(COC4OC(CO)C(O)C(O)C4O)C(O)C(O)C3O)C2O)C(O)C(O)C1O (stereo not drawn),-64*,-88*,-84*,-52*,-100*,-51*,-95*,-51*
COc1ccc(C2OC(N)=C(O)C2=O)cc1OC (stereo not drawn),97,109,103,105,97,110,93,114
c1ccc(Cc2nn3cc(-c4ccccc4)nc3s2)cc1,109,97,106,.,106,129,99,105
CCOC(=O)c1sc(/N=C2\NC(=O)/C(=C/c3ccc(OC)c(OC)c3)S2)nc1C,104,92,100,101,103,102,.,101
O=c1[nH]ncc(Br)c1Br,115,108,-100*,7.2*,87,-85*,86,-100*
c1ccc2cc3c(Nc4ccc(N5CCOCC5)cc4)ccnc3cc2c1,97,78,.,94,95,92,93,96
CC1CCc2c(sc3nc(/C(C#N)=C/c4cn(-c5ccccc5)nc4-c4ccc5c(c4)OCCO5)[nH]c(=O)c23)C1 (stereo not drawn),97,52,25,36,88,80,61,60
CC1(C)OCC(C2OC3OC(C)(C)OC3C2OS(C)(=O)=O)O1 (stereo not drawn),101,88,106,101,100,102,98,120
CN1CCc2c(c3ccccc3n2Cc2ccccc2)C1,.,94,94,99,.,97,74,103
Cc1cccc(C)c1[C@@H]1C[C@](C)(O)[C@H]2CC[C@H](C)C[C@@H]2O1,96,102,105,103,105,126,97,121
CC(C)(C)c1ccc(C2=C/C(=C\c3ccc(Cl)cc3)C(=O)N2CCc2ccc(S(N)(=O)=O)cc2)cc1,108,123,99,93,92,.,91,84
O=C(O)COC(=S)SCC(=O)O,103,102,111,104,106,112,110,116
O=C1NC(=O)C2(CCCc3ccc([N+](=O)[O-])cc32)N1 (stereo not drawn),109,103,106,99,123,128,112,111
CCOC(=O)c1nnc2cc(-c3ccccc3)nn2c1-c1ccccc1,84,95,93,102,102,.,103,110
COC(=O)C(=O)C1CSC2=C(CS(=O)(=O)c3ccccc32)C1=O (stereo not drawn),104,121,105,109,104,108,96,124
COc1ccccc1C1=NO[C@H](C(=O)Nc2cccc(O)c2)C1,107,.,105,103,104,109,99,106
O=C1C(N2CCOCC2)=C(I)C(=O)c2ncccc21,98,102,59,70,59,73,76,70
O=C(OCc1ccccc1)N(CCF)c1cn(Cc2ccccc2)c(=O)n(Cc2ccccc2)c1=O,89,86,88,93,82,99,59,110
CCC(=O)C(c1ccc(N(C)C)cc1)c1ccc(N(C)C)cc1,93,106,107,102,99,109,.,105
CC(C)c1ccc(/C=N\NC(=O)CCCCC(=O)N/N=C\c2ccc(C(C)C)cc2)cc1,92,85,108,91,103,88,80,106
C=C1C(=O)O[C@@H]([C@H](C)CCCC(C)=O)[C@@H]2O[C@H]([C@@]3(C)CCC(=O)O3)C[C@@H]12,108,93,114,114,111,115,100,134
COCCNC(=O)Nc1ccc(C)cc1,107,91,100,104,98,113,122,121
CCCCNC(=O)N/C=C(/C#N)C(=O)O,91,85,114,109,106,99,90,103
C=CC(=O)NCCCCCCNC(=O)C=C,108,114,105,100,98,121,92,108
CCOC(=O)C1=C(c2ccccc2)N=c2s/c(=C/c3ccc(Br)cc3)c(=O)n2C1c1cc(OC)c(OC)c(OC)c1 (stereo not drawn),99,38,81,94,96,93,66,92
Cc1[nH]cc[n+]1CC1CCC2C(C1=O)c1ccccc1N2C (stereo not drawn),.,86,106,96,.,111,90,104
COc1cc(C2=NN(C=O)C(c3cn(Cc4ccc(Cl)cc4)c4ccccc34)C2)cc(OC)c1OC (stereo not drawn),76,88,76,87,90,.,52,74
O=C(c1ccccc1)c1cccc(C(Br)Br)c1,125,77,95,94,91,96,78,97
O=C(/C=C/c1cccc(F)c1)c1ccc(N2CCNCC2)cc1,95,95,81,67,85,76,69,94
C[C@@]1(CCO)C[C@H]1/C=C/c1ccccc1,99,93,107,110,108,103,98,106
COc1ccccc1/C=C\C#N,103,92,103,98,107,108,98,105
# Next records:
SMILES,OVCAR-5,A498,OVCAR-4,OVCAR-8,ACHN,RXF 393,CAKI-1,OVCAR-3
CCc1cc(C)cc(NC(=O)OC2CCCCC2C)c1 (stereo not drawn),93,113,90,101,97,120,76,95
COC(=O)[C@]1(Cc2ccccc2)[C@H](C)C(=O)N1C[C@H](Cc1ccccc1)N(Cc1ccccc1)Cc1ccccc1,93,56,44,74,78,68,50,81
CCCCN1c2nc3ccccc3cc2Sc2cc3ccccc3nc21,94,116,94,106,107,.,460,294
COc1cc2c(c(OC)c1OC)CCC(c1cccc(NC(=O)c3ccc(Br)cc3)c1)O2 (stereo not drawn),93,69,67,85,91,89,90,91
O=C(N/N=C1\c2ccccc2-c2cccc(C(=O)O)c21)c1ccc(O)cc1,102,73,101,97,99,98,87,97
N#CC(C(=O)c1ccccc1)c1ccccc1 (stereo not drawn),85,105,84,106,120,99,90,110
O=C(CI)NC(Cc1c[nH]c2ccccc12)C(=O)O (stereo not drawn),88,111,101,101,106,122,99,96
COC(=O)c1cc(C=C(C)C)[nH]c(=O)c1C#N,96,103,106,104,102,112,90,115
N#Cc1c(NC(=O)c2ccccc2)n[nH]c1Nc1ccccc1,96,106,116,100,88,107,103,98
COC(=O)[C@]12CC[C@@H](C)[C@H](C)[C@@H]1C1=CC[C@@H]3[C@@]4(C)C(C=O)=C[C@@](C)(COC(C)=O)C4=CC[C@@]3(C)[C@]1(C)CC2,13,15,17,13,-16*,-59*,14,-67*
COc1ccc(-c2cc(-c3c(C)nn(-c4ccccc4)c3Cl)cc(-c3ccc(OC)cc3)n2)cc1,98,96,104,.,102,94,94,113
COCC(O)CNCCO (stereo not drawn),112,99,104,102,101,117,94,94
NC(=S)N/N=C/c1ccccc1,106,85,106,99,95,.,95,127
Cc1ccc(NC(=O)C23CC(CN4CCN(C)CC4)(C2)C3)cc1Nc1nccc(-c2cccnc2)n1,110,102,103,122,98,109,96,107
O=C(c1ccccc1)c1ccc(Oc2ccc([N+](=O)[O-])cc2[N+](=O)[O-])cc1,60,.,29,42,50,81,27,49
Oc1ccc(/C=C/c2ccc(O)cc2)cc1,135,77,12,36,11,63,79,48
O=C(CCc1nnc(SCc2ccccc2)s1)c1nc2ccccc2[nH]1,99,73,86,99,94,108,91,106
CC1=CC(C)=Nc2ccc(Cl)cc2N1,112,106,110,102,105,113,90,102
Cc1sc2c(c1C)c(=O)nc1c(-c3nc(-c4ccc(Cl)cc4)no3)n[nH]n12,105,91,107,107,100,111,98,128
CCCCNc1ncnc2c1cnn2C,107,133,105,97,98,97,94,110
Cc1ccc(-c2nc(SCc3nc4cc(Cl)c(Cl)cc4[nH]3)[nH]c(=O)c2C#N)cc1,101,112,105,98,106,108,88,100
O=C1CCc2c(sc3[nH]c(=S)n(-c4cccc(Cl)c4)c(=O)c23)C1,101,115,95,100,101,112,97,106
Nc1nc(Nc2ccc(F)cc2)c2c(n1)-c1ccoc1CC2,99,98,102,101,99,108,.,103
O=C(c1cccnc1)N1CCN(c2ccccc2Cl)CC1,98,90,97,93,108,103,103,118
COc1cc2c(cc1OC)C1(NCC2)C(=O)N(Cc2ccc(Br)cc2)c2ccccc21 (stereo not drawn),99,80,61,87,89,100,70,76
O=C(Nc1cccc(NC(=O)C(=O)O)c1)Oc1ccccc1,105,.,112,.,107,102,103,113
COc1ccc(/C=C2\SC(=NCc3ccco3)NC2=O)cc1,100,.,93,86,96,90,78,92
CC1NC(=S)NC(=O)/C1=C/c1cc(=O)oc2ccc(Cl)cc12 (stereo not drawn),104,98,98,90,107,96,.,97
COc1ccc(NC(=O)CSc2nnc3n(Cc4ccccc4)c(=O)c4c(C)c(C(N)=O)sc4n23)cc1,102,93,96,.,104,118,91,97
C=CCOc1ccc2c(c1)CC[C@@H]1[C@@H]2CC[C@]2(C)[C@@H](O)C(=O)C[C@@H]12,91,96,93,105,95,103,92,101

# 19 compounds out of the list, ordered by number of heavy atoms, low to high:
SMILES,OVCAR-5,A498,OVCAR-4,OVCAR-8,ACHN,RXF 393,CAKI-1,OVCAR-3
COCC(O)CNCCO (stereo not drawn),112,99,104,102,101,117,94,94
NC(=S)N/N=C/c1ccccc1,106,85,106,99,95,.,95,127
CC1=CC(C)=Nc2ccc(Cl)cc2N1,112,106,110,102,105,113,90,102
CCCCNc1ncnc2c1cnn2C,107,133,105,97,98,97,94,110
Oc1ccc(/C=C/c2ccc(O)cc2)cc1,135,77,12,36,11,63,79,48
COC(=O)c1cc(C=C(C)C)[nH]c(=O)c1C#N,96,103,106,104,102,112,90,115
O=C(CI)NC(Cc1c[nH]c2ccccc12)C(=O)O (stereo not drawn),88,111,101,101,106,122,99,96
O=C(c1cccnc1)N1CCN(c2ccccc2Cl)CC1,98,90,97,93,108,103,103,118
O=C(Nc1cccc(NC(=O)C(=O)O)c1)Oc1ccccc1,105,.,112,.,107,102,103,113
O=C1CCc2c(sc3[nH]c(=S)n(-c4cccc(Cl)c4)c(=O)c23)C1,101,115,95,100,101,112,97,106
C=CCOc1ccc2c(c1)CC[C@@H]1[C@@H]2CC[C@]2(C)[C@@H](O)C(=O)C[C@@H]12,91,96,93,105,95,103,92,101
O=C(CCc1nnc(SCc2ccccc2)s1)c1nc2ccccc2[nH]1,99,73,86,99,94,108,91,106
O=C(c1ccccc1)c1ccc(Oc2ccc([N+](=O)[O-])cc2[N+](=O)[O-])cc1,60,.,29,42,50,81,27,49
Cc1ccc(-c2nc(SCc3nc4cc(Cl)c(Cl)cc4[nH]3)[nH]c(=O)c2C#N)cc1,101,112,105,98,106,108,88,100
COc1cc2c(cc1OC)C1(NCC2)C(=O)N(Cc2ccc(Br)cc2)c2ccccc21 (stereo not drawn),99,80,61,87,89,100,70,76
COc1ccc(-c2cc(-c3c(C)nn(-c4ccccc4)c3Cl)cc(-c3ccc(OC)cc3)n2)cc1,98,96,104,.,102,94,94,113
Cc1ccc(NC(=O)C23CC(CN4CCN(C)CC4)(C2)C3)cc1Nc1nccc(-c2cccnc2)n1,110,102,103,122,98,109,96,107
COc1ccc(NC(=O)CSc2nnc3n(Cc4ccccc4)c(=O)c4c(C)c(C(N)=O)sc4n23)cc1,102,93,96,.,104,118,91,97
COC(=O)[C@]12CC[C@@H](C)[C@H](C)[C@@H]1C1=CC[C@@H]3[C@@]4(C)C(C=O)=C[C@@](C)(COC(C)=O)C4=CC[C@@]3(C)[C@]1(C)CC2,13,15,17,13,-16*,-59*,14,-67*
